CHO-K1 Ca PAM: M1 PAM counterscreen hit in parental CHO-K1 cells. ATP EC20, Fluo-8 calcium fluorescence; 0% at ATP EC20, 100% at ATP max. activation, % at 3 µM. 360,000 tested, 0.02% active;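 active = activation above the run cutoff, the mean activation of all test compounds plus 3 SD, cut at about 40% in these data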;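 also: peak over basal fluorescence ratio in a 140 s read after ATP addition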
M1 ag parental: counter-screen for M1 agonists: effect in parental CHO-K1 cells. Fluo-8 calcium fluorescence; scaled to maximal ATP response, vehicle zero. activation, % at 3 µM. 360,000 tested, 0.48% active. AID 602248; in the data active = activation above about 15%;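 also: untransfected CHO-K1 host cells lacking M1 receptor as counterscreen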
CHRM4 PAM: CHRM4 positive allosteric modulation. P08173. CHO-K1 hM4/Gqi5, Fluo-8 calcium fluorescence, ACh EC20; 0% = ACh EC20, 100% = maximal ACh. activation, % at 3 µM. 360,000 tested, 0.4% active;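 active = activation above its plate's cutoff, the mean activation of sample wells plus 3 SD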; also: some results filed as inactive read as strong as hits
Target sequence (P08173 whole entry, looked up): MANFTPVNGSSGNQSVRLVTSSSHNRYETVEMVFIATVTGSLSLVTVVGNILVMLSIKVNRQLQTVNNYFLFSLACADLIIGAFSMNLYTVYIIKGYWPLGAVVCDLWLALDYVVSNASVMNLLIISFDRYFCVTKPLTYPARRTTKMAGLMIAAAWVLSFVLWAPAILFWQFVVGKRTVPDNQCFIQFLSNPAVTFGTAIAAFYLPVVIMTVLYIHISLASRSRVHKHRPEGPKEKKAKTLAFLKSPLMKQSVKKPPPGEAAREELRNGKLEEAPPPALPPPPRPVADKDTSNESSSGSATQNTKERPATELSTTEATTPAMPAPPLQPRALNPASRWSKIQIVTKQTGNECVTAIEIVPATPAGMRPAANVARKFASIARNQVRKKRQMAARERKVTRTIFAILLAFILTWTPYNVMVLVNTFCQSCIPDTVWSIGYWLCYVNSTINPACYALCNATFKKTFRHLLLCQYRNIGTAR
M4 antag: antagonists of human muscarinic M4 receptor (CHRM4); P08173; CHO-hM4 cells, ACh EC80, Fluo-8 calcium fluorescence; inhibition, % at 3 µM; 360,000 tested, 0.73% active;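 active = inhibition above its plate's cutoff, the mean inhibition of sample wells plus 3 SD, cut at about 27% in these data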;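 also: 0% = acetylcholine EC80 with DMSO and 100% = DMSO without agonist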
M5 PAM: CHRM5 positive allosteric modulation; P08912; CHO-K1 hM5, Fluo-8 calcium, ACh EC20 PAM; 0% = ACh EC20, 100% = ACh EC100; activation, % at 3 µM; 360,000 tested, 0.3% active; AID 624038;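 active = activation above the run cutoff, the mean activation of all test compounds plus 3 SD, cut at about 18% in these data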
Target sequence (P08912 whole entry, looked up): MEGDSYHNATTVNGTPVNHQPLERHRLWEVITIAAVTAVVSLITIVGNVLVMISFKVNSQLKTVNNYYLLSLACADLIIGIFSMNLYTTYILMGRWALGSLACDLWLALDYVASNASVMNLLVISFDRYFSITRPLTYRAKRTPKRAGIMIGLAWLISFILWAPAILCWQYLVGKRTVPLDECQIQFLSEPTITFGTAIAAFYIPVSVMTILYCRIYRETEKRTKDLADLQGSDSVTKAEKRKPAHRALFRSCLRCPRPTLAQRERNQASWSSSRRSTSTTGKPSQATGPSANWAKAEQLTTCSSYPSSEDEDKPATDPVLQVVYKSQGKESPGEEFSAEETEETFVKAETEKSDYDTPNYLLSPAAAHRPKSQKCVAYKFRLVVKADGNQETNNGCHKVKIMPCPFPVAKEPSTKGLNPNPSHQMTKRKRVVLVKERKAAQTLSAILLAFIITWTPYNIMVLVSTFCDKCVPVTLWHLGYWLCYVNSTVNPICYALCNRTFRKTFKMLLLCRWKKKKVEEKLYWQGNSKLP
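system = human M5 receptor in CHO-K1 cells | compound = one concentration, 3 µM final (nominal) | schedule = Post-acetylcholine fluorescence recording 140 s | signal = Fluo-8 calcium dye fluorescence, kinetic read | benchmarks = low control EC20 acetylcholine (0%), high control EC100 acetylcholine (100%) | repeats = singlicate, one well per test compound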
M5 ag: agonists of human muscarinic M5 receptor (CHRM5); P08912; CHO-K1 hM5 cells, Fluo-8 calcium fluorescence; 0% DMSO wells, 100% maximal acetylcholine response; activation, % at 3 µM; 360,000 tested, 0.19% active; AID 624037;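 active = activation above the run's mean over test compounds plus 3 SD, cut at about 23% in these data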;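 also: signal is peak over basal fluorescence ratio across the kinetic read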
CHO-K1 Ca antag: counter-screen for M1 antagonists: effect in parental CHO-K1 cells. ATP-induced calcium, Fluo-8 fluorescence. inhibition, % at 3 µM. 360,000 tested, 0.6% active. AID 602250;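 active = inhibition above a per-plate cutoff, the plate's mean sample inhibition plus 3 SD, cut at about 24% in these data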;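 also: 0% = DMSO plus EC80 ATP and 100% = DMSO alone without ATP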
CHRM4 agonist: agonists of human muscarinic M4 receptor (CHRM4); CHO-K1 hM4/Gqi5, Fluo-8 calcium fluorescence; vehicle 0%, full acetylcholine response 100%; 360,000 tested, 0.14% active; activation, % at 3 µM; AID 624127; P08173;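 active = activation above the run mean over all test wells plus 3 SD, cut at about 32% in these data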;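 also: peak over basal fluorescence ratio per well then scaled between controls; 0% = DMSO wells and 100% = acetylcholine at EC100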
M5 antag: antagonists of human muscarinic M5 receptor (CHRM5); P08912; inhibition, % at 3 µM; CHO-hM5 cells, Fluo-8 calcium fluorescence, ACh EC80; AID 624040; 360,000 tested, 0.59% active;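 active = inhibition above a per-plate cutoff, the mean of that plate's test compounds plus 3 SD, cut at about 27% in these data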;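 also: 0% = acetylcholine EC80 with DMSO and 100% = DMSO without agonist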
* marks the source's active call; other numbers are inactive results.

What do the screens show for `CCOc1cc(/C=N/n2c(C)nc3sc(C)c(C)c3c2=O)ccc1O`?
CHO-K1 Ca PAM: 8; M1 ag parental: 1.4; CHRM4 PAM: -4; M4 antag: -1; M5 PAM: -3; M5 ag: -5; CHO-K1 Ca antag: 1; CHRM4 agonist: 0; M5 antag: -5

What do the screens show for `CN(C(=O)Cn1cc(C(F)(F)F)cc(Cl)c1=O)C1CCS(=O)(=O)C1` (centres undefined)?
CHO-K1 Ca PAM: -6; M1 ag parental: 0.0; CHRM4 PAM: -1; M4 antag: -6; M5 PAM: 1; M5 ag: 0; CHO-K1 Ca antag: 1; CHRM4 agonist: 1; M5 antag: 6

How did Cc1nnc(SCC(=O)N2CCc3ccccc3C2)n1-c1ccccc1 do in these assays?
CHO-K1 Ca PAM: -7; M1 ag parental: 1.0; CHRM4 PAM: -2; M4 antag: 7; M5 PAM: 7; M5 ag: -1; CHO-K1 Ca antag: -5; CHRM4 agonist: 1; M5 antag: 9

How did COCCN(C(=O)CCc1nnc(Cc2c[nH]c3ccccc23)o1)C(C)C do in these assays?
CHO-K1 Ca PAM: 16; M1 ag parental: 0.8; CHRM4 PAM: 0; M4 antag: 4; M5 PAM: 2; M5 ag: -3; CHO-K1 Ca antag: 2; CHRM4 agonist: 1; M5 antag: 1

What do the screens show for `COc1ccc(NC(=O)CSc2ncc(-c3ccc(F)cc3)n2Cc2ccco2)cc1`?
CHO-K1 Ca PAM: 10; M1 ag parental: 0.9; CHRM4 PAM: 1; M4 antag: 0; M5 PAM: -14; M5 ag: -9; CHO-K1 Ca antag: 3; CHRM4 agonist: 2; M5 antag: 8

What do the screens show for `O=S(=O)(N1CCCCC1)N1CCN(c2ccccc2F)CC1`?
CHO-K1 Ca PAM: -4; M1 ag parental: 0.1; CHRM4 PAM: -1; M4 antag: -4; M5 PAM: 9; M5 ag: 3; CHO-K1 Ca antag: 3; CHRM4 agonist: 2; M5 antag: -6

Results for CCOc1ccc(NC(=S)Nc2ccccc2C2(C)CC2)cc1 ?
CHO-K1 Ca PAM: -12; M1 ag parental: 0.5; CHRM4 PAM: -2; M4 antag: -11; M5 PAM: 8; M5 ag: 2; CHO-K1 Ca antag: 18; CHRM4 agonist: 1; M5 antag: -1

How did CC(C)c1ccc(/C=C2\NC(=O)NC2=O)cc1 do in these assays?
CHO-K1 Ca PAM: -9; M1 ag parental: 0.0; CHRM4 PAM: 1; M4 antag: 0; M5 PAM: 4; M5 ag: 0; CHO-K1 Ca antag: 8; CHRM4 agonist: 0; M5 antag: -19

Results for Cc1cc(Cl)c2oc(C(=O)NC(C)c3ccncn3)c(C)c2c1 (centres undefined) ?
CHO-K1 Ca PAM: -14; M1 ag parental: 1.1; CHRM4 PAM: -8; M4 antag: 12; M5 PAM: -6; M5 ag: -4; CHO-K1 Ca antag: 2; CHRM4 agonist: 2; M5 antag: 25

How did CCOC(=O)c1cc2occc2n1CC(=O)NC1CCC(C)CC1 (centres undefined) do in these assays?
CHO-K1 Ca PAM: 15; M1 ag parental: -0.1; CHRM4 PAM: 7; M4 antag: 5; M5 PAM: -5; M5 ag: -3; CHO-K1 Ca antag: -8; CHRM4 agonist: -1; M5 antag: 14

How did COc1ccc(-c2ccc(C(=O)Nc3cccc(N(C)C)c3)c3occc23)c(C)c1 do in these assays?
CHO-K1 Ca PAM: 5; M1 ag parental: 0.0; CHRM4 PAM: 5; M4 antag: 1; M5 PAM: -5; M5 ag: 0; CHO-K1 Ca antag: 0; CHRM4 agonist: 2; M5 antag: 7

How did Cc1cccc(NC(=S)N(Cc2cccs2)Cc2cc3cc(C)ccc3[nH]c2=O)c1 do in these assays?
CHO-K1 Ca PAM: 17; M1 ag parental: 0.6; CHRM4 PAM: 0; M4 antag: 6; M5 PAM: -5; M5 ag: 0; CHO-K1 Ca antag: 1; CHRM4 agonist: 1; M5 antag: -3

What do the screens show for `O=C(CC1CCCCC1)NC1CCCC1`?
CHO-K1 Ca PAM: 3; M1 ag parental: -0.2; CHRM4 PAM: 9; M4 antag: -1; M5 PAM: 9; M5 ag: 2; CHO-K1 Ca antag: -7; CHRM4 agonist: 0; M5 antag: -6

What do the screens show for `CCOc1ccc(NC(=O)c2ccc3c(c2)CCN3S(C)(=O)=O)cc1`?
CHO-K1 Ca PAM: 4; M1 ag parental: 6.1; CHRM4 PAM: -10; M4 antag: 1; M5 PAM: -11; M5 ag: 5; CHO-K1 Ca antag: -3; CHRM4 agonist: 10; M5 antag: 9

Results for Cc1ccccc1N(C(=O)CNC(=O)c1ccco1)C(C(=O)NC1CCCCC1)c1cccnc1 (centres undefined) ?
CHO-K1 Ca PAM: 5; M1 ag parental: 0.2; CHRM4 PAM: 0; M4 antag: -8; M5 PAM: 2; M5 ag: -2; CHO-K1 Ca antag: -8; CHRM4 agonist: 0; M5 antag: 0

How did Cc1ccc(S(=O)(=O)NCC(=O)N2CCCC2)cc1 do in these assays?
CHO-K1 Ca PAM: 17; M1 ag parental: -0.2; CHRM4 PAM: 10; M4 antag: -2; M5 PAM: 1; M5 ag: 2; CHO-K1 Ca antag: -1; CHRM4 agonist: 0; M5 antag: -2

Results for CCCCN(C(=O)C(CCSC)N1C(=O)c2ccccc2C1=O)c1c(N)n(CCC)c(=O)[nH]c1=O (centres undefined) ?
CHO-K1 Ca PAM: 2; M1 ag parental: 0.2; CHRM4 PAM: 7; M4 antag: -16; M5 PAM: 2; M5 ag: 1; CHO-K1 Ca antag: -11; CHRM4 agonist: 1; M5 antag: -3

Results for Cc1ccc(C(=O)Cn2cc([N+](=O)[O-])nc2C)cc1 ?
CHO-K1 Ca PAM: -6; M1 ag parental: 0.2; CHRM4 PAM: 30; M4 antag: -27; M5 PAM: 8; M5 ag: 0; CHO-K1 Ca antag: 1; CHRM4 agonist: 2; M5 antag: -3

How did CC(=O)N1CCc2cc(S(=O)(=O)NCCC(=O)NC3CCCCCC3)ccc21 do in these assays?
CHO-K1 Ca PAM: -12; M1 ag parental: 13; CHRM4 PAM: -2; M4 antag: -8; M5 PAM: -7; M5 ag: -3; CHO-K1 Ca antag: 10; CHRM4 agonist: 4; M5 antag: 13

How did Cc1nn(C)c(C)c1CNC(=O)c1cc2n(n1)C(C(F)(F)F)CC(c1cccs1)N2 (centres undefined) do in these assays?
CHO-K1 Ca PAM: -3; M1 ag parental: 6.2; CHRM4 PAM: -5; M4 antag: 5; M5 PAM: -16; M5 ag: 5; CHO-K1 Ca antag: 0; CHRM4 agonist: 8; M5 antag: 7

Three neighbouring compounds from above:
How did COc1ccc(-c2ccc(C(=O)Nc3cccc(N(C)C)c3)c3occc23)c(C)c1 do in these assays?
CHO-K1 Ca PAM: 5; M1 ag parental: 0.0; CHRM4 PAM: 5; M4 antag: 1; M5 PAM: -5; M5 ag: 0; CHO-K1 Ca antag: 0; CHRM4 agonist: 2; M5 antag: 7

How did Cc1cccc(NC(=S)N(Cc2cccs2)Cc2cc3cc(C)ccc3[nH]c2=O)c1 do in these assays?
CHO-K1 Ca PAM: 17; M1 ag parental: 0.6; CHRM4 PAM: 0; M4 antag: 6; M5 PAM: -5; M5 ag: 0; CHO-K1 Ca antag: 1; CHRM4 agonist: 1; M5 antag: -3

What do the screens show for `O=C(CC1CCCCC1)NC1CCCC1`?
CHO-K1 Ca PAM: 3; M1 ag parental: -0.2; CHRM4 PAM: 9; M4 antag: -1; M5 PAM: 9; M5 ag: 2; CHO-K1 Ca antag: -7; CHRM4 agonist: 0; M5 antag: -6

(continued)
What do the screens show for `COc1ccc(CCNC(=O)COC(=O)Cn2cnc3ccccc32)cc1OC`?
CHO-K1 Ca PAM: 5; M1 ag parental: 0.3; CHRM4 PAM: 12; M4 antag: -16; M5 PAM: 6; M5 ag: 2; CHO-K1 Ca antag: -11; CHRM4 agonist: 3; M5 antag: -2

What do the screens show for `O=C(COC(=O)/C=C/c1ccc(Cl)cc1)Nc1ccc2c(c1)OCCO2`?
CHO-K1 Ca PAM: 22; M1 ag parental: 0.9; CHRM4 PAM: 34*; M4 antag: -14; M5 PAM: 16; M5 ag: 0; CHO-K1 Ca antag: -7; CHRM4 agonist: 3; M5 antag: -4

How did N#C/C(=C/c1ccc(N2CCCC2)c([N+](=O)[O-])c1)c1nc2ccccc2[nH]1 do in these assays?
CHO-K1 Ca PAM: 8; M1 ag parental: 0.7; CHRM4 PAM: 15; M4 antag: -6; M5 PAM: 5; M5 ag: -2; CHO-K1 Ca antag: -12; CHRM4 agonist: 2; M5 antag: -4

Results for CC(C(=O)O)n1c(-c2ccn[nH]2)n[nH]c1=S (centres undefined) ?
CHO-K1 Ca PAM: 20; M1 ag parental: 1.1; CHRM4 PAM: 7; M4 antag: -4; M5 PAM: 1; M5 ag: -3; CHO-K1 Ca antag: -14; CHRM4 agonist: 0; M5 antag: -4

What do the screens show for `CC1CCC(NC(=O)CSc2nnc(-c3cccnc3)o2)CC1` (centres undefined)?
CHO-K1 Ca PAM: -2; M1 ag parental: 0.8; CHRM4 PAM: -4; M4 antag: 5; M5 PAM: -8; M5 ag: 0; CHO-K1 Ca antag: -5; CHRM4 agonist: 1; M5 antag: 22

Results for O=C1CSC(c2cccc(F)c2)N1c1c(F)cccc1F (centres undefined) ?
CHO-K1 Ca PAM: 2; M1 ag parental: 0.1; CHRM4 PAM: -4; M4 antag: 7; M5 PAM: -3; M5 ag: -12; CHO-K1 Ca antag: 6; CHRM4 agonist: 0; M5 antag: 7

How did O=C(C1CCCN(Cc2ccc3c(c2)OCO3)C1)N1CCCC1 (centres undefined) do in these assays?
CHO-K1 Ca PAM: -6; M1 ag parental: -0.1; CHRM4 PAM: 9; M4 antag: 4; M5 PAM: 6; M5 ag: -2; CHO-K1 Ca antag: 2; CHRM4 agonist: 1; M5 antag: 1

What do the screens show for `COC(=O)CCC(=O)N(CCN(Cc1ccccc1)C(=O)CCC(=O)OC)Cc1ccccc1`?
CHO-K1 Ca PAM: 12; M1 ag parental: 0.7; CHRM4 PAM: 0; M4 antag: -18; M5 PAM: -4; M5 ag: 3; CHO-K1 Ca antag: -12; CHRM4 agonist: 2; M5 antag: 8

How did CC(C)Cc1cc(C(=O)NCCCN2CCOCC2)no1 do in these assays?
CHO-K1 Ca PAM: -8; M1 ag parental: 0.2; CHRM4 PAM: 6; M4 antag: -16; M5 PAM: -4; M5 ag: 1; CHO-K1 Ca antag: -3; CHRM4 agonist: 0; M5 antag: -2

Results for CC(C)c1ccccc1NC(=S)NN(Cc1ccccc1)c1ccccc1 ?
CHO-K1 Ca PAM: 24; M1 ag parental: 0.4; CHRM4 PAM: -6; M4 antag: -2; M5 PAM: -9; M5 ag: -5; CHO-K1 Ca antag: -25; CHRM4 agonist: -3; M5 antag: 6

What do the screens show for `Cc1[nH]c2ccccc2c1C(=O)COC(=O)C1CCC1`?
CHO-K1 Ca PAM: -6; M1 ag parental: 0.0; CHRM4 PAM: 5; M4 antag: 0; M5 PAM: 1; M5 ag: -4; CHO-K1 Ca antag: 0; CHRM4 agonist: 1; M5 antag: 9

Results for CC(/C=N\NC(=O)CN1CCN(Cc2ccccc2)CC1)=C\c1ccco1 ?
CHO-K1 Ca PAM: 14; M1 ag parental: 0.1; CHRM4 PAM: 1; M4 antag: -1; M5 PAM: -3; M5 ag: -6; CHO-K1 Ca antag: 4; CHRM4 agonist: 1; M5 antag: 1

Screening results (PubChem BioAssay)
